SKN-1 inh – C. elegans SKN-1 inhibition. C. elegans VP596 Pgst-4::GFP/RFP ratio, acrylamide-induced, 24 h. inhibition, % at 21.8 µM. actives 0.49% (n = 360,000);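 active = interference check ratio from 0.5 to 1.5 plus GFP to RFP signal ratio inhibition reaching or exceeding a fixed threshold, cut at about 30% in these data, passing the limit was not always enough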; note: some compounds called inactive have numbers as strong as hits
bovine MsrA act – activates bovine MsrA enzyme; activation, % at 10.6 µM; actives 0.3% (n = 360,000); AID 602163; purified bovine MsrA, absorbance read-out; in the data active = activation above about 7.5%;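 note: 0% = vehicle and 100% = reference activator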
MsrA inhibitor – inhibitors of bovine MsrA; inhibition, % at 15.5 µM; purified bovine MsrA, absorbance read-out; actives 0.75% (n = 360,000); in the data active = inhibition above about 4.5%;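 note: 0% = vehicle wells with enzyme and 100% = reference inhibitor wells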
eLon inh – E. coli protease La inhibition; purified E. coli Lon protease, fluorescence polarization; inhibition, % at 7.94 µM; actives 0.42% (n = 360,000); AID 602123; in the data active = inhibition above about 13%, passing the limit was not always enough;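 note: 0% = enzyme with probe and DMSO and 100% = no enzyme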
Neddylation inh – cullin neddylation inhibition | TR-FRET cullin neddylation, biochemical | calls only at 25 µM | actives 0.58% (n = 360,000); in the data active = inhibition above about 36%
MT1-MMP act inh – inhibitors of human MT1-MMP activation; HT1080 RFP-PRO-GFP cells, GFP/RFP ratio fluorescence, overnight; percent of plate control window, DMSO zero; GFP/RFP ratio change, % at 20 µM; actives 0.061% (n = 360,000); AID 651647;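 active = GFP/RFP ratio change of at least 30% with cell ATP level not reduced by more than half and red fluorescence within 50% of control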; note: strong numbers were not always called active
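Compound: 20 µM single dose, 1% DMSO / System: HT1080 RFP-PRO-GFP cells / Controls: DMSO and RFP-L50D-GFP cell wells / Read-out basis: GFP/RFP fluorescence ratio / Schedule: overnight compound exposure at 37 °C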
CendR NRP1 mod – NRP-1/CendR interaction modulation. O14786. FAM-RPARPAR peptide binding to NRP-1, fluorescence polarization. inhibition, % at 25 µM. actives 0.85% (n = 360,000);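 active = inhibition or corrected inhibition above about 18%, plus a signal ratio from 0.5 to 1.5, limit read from the data, passing the limit was not always enough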; note: strong numbers were not always called active
Target sequence (O14786 whole entry, looked up): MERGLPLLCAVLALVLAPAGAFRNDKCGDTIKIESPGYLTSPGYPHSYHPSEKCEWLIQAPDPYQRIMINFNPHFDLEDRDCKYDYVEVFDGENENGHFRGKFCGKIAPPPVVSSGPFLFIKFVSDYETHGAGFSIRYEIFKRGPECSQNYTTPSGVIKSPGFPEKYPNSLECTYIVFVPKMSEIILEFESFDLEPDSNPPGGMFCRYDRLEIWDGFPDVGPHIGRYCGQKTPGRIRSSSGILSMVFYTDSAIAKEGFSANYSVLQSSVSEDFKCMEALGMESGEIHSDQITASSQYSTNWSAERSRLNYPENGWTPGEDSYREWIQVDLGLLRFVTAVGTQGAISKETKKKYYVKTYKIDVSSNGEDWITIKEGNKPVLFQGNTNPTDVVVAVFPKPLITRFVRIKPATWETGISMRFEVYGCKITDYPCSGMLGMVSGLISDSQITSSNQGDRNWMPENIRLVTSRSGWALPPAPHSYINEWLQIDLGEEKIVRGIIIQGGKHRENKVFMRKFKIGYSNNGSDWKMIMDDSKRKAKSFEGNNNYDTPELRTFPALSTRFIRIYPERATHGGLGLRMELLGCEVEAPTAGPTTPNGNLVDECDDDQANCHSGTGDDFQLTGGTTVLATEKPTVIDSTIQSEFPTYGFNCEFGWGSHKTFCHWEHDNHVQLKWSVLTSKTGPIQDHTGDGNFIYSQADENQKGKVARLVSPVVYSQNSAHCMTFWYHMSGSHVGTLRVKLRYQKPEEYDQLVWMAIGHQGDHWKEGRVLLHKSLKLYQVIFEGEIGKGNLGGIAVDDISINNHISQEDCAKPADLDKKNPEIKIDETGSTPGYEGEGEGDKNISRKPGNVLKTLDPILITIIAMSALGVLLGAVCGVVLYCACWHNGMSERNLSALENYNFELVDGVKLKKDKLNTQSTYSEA
Rin1-Abl PPI inh – inhibitors of human Rin1-Abl protein interaction; TR-FRET Rin1/Abl binding, biochemical; inhibition, % at 7.35 µM; actives 0.4% (n = 360,000); AID 588664; in the data active = inhibition above about 5%, passing the limit was not always enough
FAS-TE inh – blocks the thioesterase domain of human fatty acid synthase; P49327; recombinant FAS-TE, OMFH fluorogenic substrate, fluorescence endpoint; inhibition, % at 15 µM; actives 0.67% (n = 360,000); AID 602261;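 active = compounds whose normalised, plate-corrected inhibition of enzyme fluorescence in the single-dose primary screen is 50% or more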;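 note: 0% = DMSO with enzyme and 100% = substrate without enzyme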
* hit, by the source's call; i = inactive; · = not tested or not shown; + = active, no number.

Molecule,SKN-1 inh,bovine MsrA act,MsrA inhibitor,eLon inh,Neddylation inh,MT1-MMP act inh,CendR NRP1 mod,Rin1-Abl PPI inh,FAS-TE inh
Cc1cc(NC(=O)NC(=O)c2cccc(OC(F)(F)C(F)F)c2)n[nH]1,5,-3,0.3,-4,i,-5,-7,-3,-9
Cc1cc(C)c([N+](=O)[O-])cc1NC(=O)CCS(=O)(=O)c1ccccc1,0,-10,0.2,-2,i,0,12,-3,21
CC(Sc1nc(N)c2c3c(sc2n1)CSC(C)(C)C3)C(=O)Nc1ccccc1 (configuration not stated),-4,-1,-0.7,-8,i,4,-2,-8,29
COc1cc(C)ccc1OCCOCCOc1ccccc1[N+](=O)[O-],6,-3,0.0,2,i,-1,12,0,4
Cc1cn(Cc2ccccc2Cn2cc(C)c(=O)[nH]c2=O)c(=O)[nH]c1=O,2,-12,-1.3,6,i,4,-6,2,-5
CCN(CC(O)CON=C1c2ccccc2-c2ccccc21)S(=O)(=O)c1ccc(C)cc1 (configuration not stated),4,-2,0.2,12,i,-19,-3,-1,32
CCCc1cc(C(=O)Nc2c(C)n(C)n(-c3ccccc3)c2=O)no1,-6,-10,-0.6,8,i,4,-18,0,0
Cc1ccc(S(=O)(=O)NCC2CCC(C(=O)NCc3ccc4c(c3)OCO4)CC2)cc1 (configuration not stated),-6,0,-0.6,0,i,2,1,-3,2
COc1ccc(-c2nnc(SC(C)C(=O)NCc3ccc4c(c3)OCO4)n2Cc2ccco2)cc1 (configuration not stated),12,4,-1.2,-6,i,-3,-6,0,-3
NC(=O)N(CCC(=O)O)c1ccccc1,2,-5,0.7,-5,i,2,5,-2,-10
Cc1cc(C(F)(F)F)nn1CC(=O)NNC(=S)Nc1ccc(Cl)cc1,-10,-9,-0.1,3,i,8,-2,0,-1
S=C(NCc1ccccn1)Nc1ccccc1,-5,-4,1.4,5,i,2,-4,2,-4

Molecule,SKN-1 inh,bovine MsrA act,MsrA inhibitor,eLon inh,Neddylation inh,MT1-MMP act inh,CendR NRP1 mod,Rin1-Abl PPI inh,FAS-TE inh
Cc1cccc(CN2CCN(CC(=O)N3CCCC3)C2=O)c1,-32,1,1.5,0,i,1,2,5,-6
CCOc1ccc(N2CC(O)=C(c3ccccc3)C2=N)cc1,-16,-3,0.9,1,i,1,4,1,-1
CCCNC(=S)N1CCN(c2nc(C)nc3sc4c(c23)CCCC4)CC1,8,-9,1.6,0,i,3,-3,1,15
O=C(NC(=S)N1CCCC1)c1ccccc1,0,-3,-1.2,0,i,-2,24,-3,-4
COc1ccc(N2C(=NC(C)=O)SC3CS(=O)(=O)CC32)cc1OC (configuration not stated),-2,-5,0.2,-14,i,3,-5,1,-11
COc1cc(-c2cc3nc(NCCc4ccc(S(N)(=O)=O)cc4)ccn3n2)cc(OC)c1OC,11,-3,1.0,-25,·,13,-4,-2,-6
Cn1c(=O)[nH]c(=O)c2c1nc(Br)n2Cc1cccc(Br)c1,-1,-3,-0.7,-4,i,12,-16,-1,3
CCOC(=O)C1CC(C)=C(C)CC1C(=O)O (configuration not stated),15,2,-0.1,-3,i,0,-7,3,-7
O=C(COc1ccc2ccccc2c1)NC1CC1,1,-6,-0.4,12,i,-3,4,-2,-6
Cn1c(SCc2n[nH]c(=S)n2-c2ccccc2)nnc1-c1ccccc1,-2,-9,-1.1,-7,i,0,2,-2,-10
Cc1cc(C(=O)CSc2n[nH]c(N)n2)c(C)n1-c1cc(F)ccc1F,18,-2,-0.9,3,i,2,10,-1,-19
O=C(Nc1cccc(F)c1)NC1CC2CCCC(C1)N2C1CC1 (configuration not stated),15,-1,-0.6,-10,i,0,7,-2,-7

Molecule,SKN-1 inh,bovine MsrA act,MsrA inhibitor,eLon inh,Neddylation inh,MT1-MMP act inh,CendR NRP1 mod,Rin1-Abl PPI inh,FAS-TE inh
CCNC(=S)NC1CC2CCCC(C1)N2Cc1ccc(C)cc1 (configuration not stated),1,-1,-0.1,-6,i,5,-3,-3,-7
Cc1cc(/C=N/O)c(C)n1-c1cccc(Cl)c1,12,-3,1.3,-7,i,-9,0,3,-20
C=CC[n+]1c(-c2ccccc2)csc1NC(C)(C)C,-9,-1,0.5,4,i,-2,8,0,-5
O=C(O)c1cccc(Cn2c(Cl)c(/C=N/NC(=O)c3cccc(O)c3)sc2=O)c1,-12,-11,4.3,-11,i,1,-14,0,-4
Cc1nc2c(C#N)c(C)[nH]n2c(=O)c1Cc1ccccc1,7,-3,0.0,1,i,4,-6,0,-10
O=S(=O)(c1ccc2oc3ccccc3c2c1)N1CCCC1,-8,-2,-0.1,-6,i,0,8,0,2
Cc1ccnn1CC(=O)N/N=C/c1cn[nH]c1-c1ccc(F)cc1,-2,-4,-0.6,-3,i,-1,2,-1,-4
C=CC[C@]12CCc3sccc3C1N(c1ccc(C(=O)OCC)cc1)C2=O (some centres not stated),9,-2,0.1,12,i,2,6,0,28
O=C(CC1Sc2ccccc2NC1=O)Nc1ccccc1[N+](=O)[O-] (configuration not stated),10,-8,-0.9,18,i,-1,15,0,-9
COc1ccc(/C=N/NC(=O)c2ccc(=O)[nH]n2)cc1OC,-3,-5,2.7,-4,i,1,-3,1,-16
CC1(C)CC(=O)C(N=Nc2ccc(F)cc2)=C(O)C1,9,-4,0.4,0,i,0,-10,-1,-3
Cc1ncc(C[n+]2csc(CCOC(=O)CC3C4CC5CC(C4)CC3C5)c2C)c(N)n1 (configuration not stated),-8,0,0.8,-3,i,-2,2,-1,-1

Reformatted: results already given
> O=C(CC1Sc2ccccc2NC1=O)Nc1ccccc1[N+](=O)[O-] (configuration not stated)
- SKN-1 inh: 10
- bovine MsrA act: -8
- MsrA inhibitor: -0.9
- eLon inh: 18
- Neddylation inh: i
- MT1-MMP act inh: -1
- CendR NRP1 mod: 15
- Rin1-Abl PPI inh: 0
- FAS-TE inh: -9

> COc1ccc(/C=N/NC(=O)c2ccc(=O)[nH]n2)cc1OC
- SKN-1 inh: -3
- bovine MsrA act: -5
- MsrA inhibitor: 2.7
- eLon inh: -4
- Neddylation inh: i
- MT1-MMP act inh: 1
- CendR NRP1 mod: -3
- Rin1-Abl PPI inh: 1
- FAS-TE inh: -16

Additional results.
Molecule,SKN-1 inh,bovine MsrA act,MsrA inhibitor,eLon inh,Neddylation inh,MT1-MMP act inh,CendR NRP1 mod,Rin1-Abl PPI inh,FAS-TE inh
COc1cc(NC(=O)C2CCCCC2)c(OC)cc1NC(=O)c1ccccc1,19,-1,-0.9,2,i,3,-2,1,2
CCc1ccc(N2CC(C(=O)N/N=C/c3cc([N+](=O)[O-])ccc3O)CC2=O)cc1 (configuration not stated),3,3,3.0,-2,i,-4,1,0,40
CSc1nnc(-c2sc3cc(C(F)(F)F)cnc3c2-c2ccccn2)n1C,1,-5,0.8,-1,+,-3,4,1,-4
CCCSc1nc2sc3c(c2c(=O)n1CC)CC(C)(C)OC3,10,-3,0.5,-1,i,3,7,0,13
COC(=O)C1(C(=O)OC)C[C@H](c2ccc(OC)cc2)N(Cc2ccccc2OC)[C@@H]1c1ccccc1,0,·,2.1,·,i,-8,4,·,·
O=C(CSc1cccc[n+]1[O-])Nc1ccc(C(F)(F)F)cc1[N+](=O)[O-],0,0,0.0,0,i,-2,-1,0,-3
CC(=O)Oc1ccc(/C=N\NC(=O)c2cc3c(ccc4ccccc43)o2)cc1,20,-2,-0.1,-6,i,·,17,0,-2
CCCCc1nnc(NC(=O)c2ccc3c(=O)n4c(nc3c2)CCC4)s1,8,-4,0.6,-11,i,2,-11,-4,-1
O=C(c1ccco1)N1CCN(Cc2cc(=O)c(OCc3ccc([N+](=O)[O-])cc3)co2)CC1,-4,-2,1.1,-12,i,1,10,-1,1
Cc1nnc(NC(=O)C2CCCN(S(=O)(=O)c3ccccc3C(F)(F)F)C2)s1 (configuration not stated),6,-4,-0.7,0,i,6,13,0,-8
NC(COCc1ccccc1)c1csc(NC(=O)Nc2cccc(C(F)(F)F)c2)n1 (configuration not stated),13,-4,-1.6,-4,i,-1,-6,1,-25
Cc1ccc(C(=O)N2CCN(S(=O)(=O)c3ccccc3)CC2)s1,-5,-2,-0.6,-1,i,3,-2,-4,-3

Molecule,SKN-1 inh,bovine MsrA act,MsrA inhibitor,eLon inh,Neddylation inh,MT1-MMP act inh,CendR NRP1 mod,Rin1-Abl PPI inh,FAS-TE inh
C=CCN(C(=O)CNC(=O)c1ccco1)C(C(=O)NC1CCCC1)c1ccc(OC)cc1 (configuration not stated),8,-2,-0.3,-5,i,-1,4,1,-6
COc1ccc(NC(=O)C2Cc3c(-c4cccc(NC(C)=O)c4)ccnc3O2)cc1 (configuration not stated),-3,-2,-0.7,-2,i,5,-8,-1,-1
Cc1ccc(NNC(=O)c2ccc(Cl)cc2)nn1,2,2,-0.1,-7,i,0,8,-2,3
CC1CN(C(=O)Nc2ccc3c(c2)OCCO3)CC(C)O1 (configuration not stated),-4,-7,0.7,6,i,1,-7,-4,-6
N#CCc1ccc(NS(=O)(=O)c2cccs2)cc1,18,-7,0.5,-9,i,2,6,0,-7
Cc1ccccc1CNC(=O)C(=O)NCC1CCCN1S(=O)(=O)c1cccs1 (configuration not stated),-1,-1,0.3,-10,i,-2,-28,2,-3
O=C(Cc1ccc(Cl)cc1)NCCCNC(=O)c1cccnc1,-7,-8,0.1,5,i,-3,6,-3,-4
CCC(C)C1NC(=S)N(Cc2ccccc2)C1=O (configuration not stated),-20,-10,1.9,1,i,-1,2,-3,-6
COc1ccccc1NC(=O)C1=C(C)NC(=O)NC1c1ccccc1F (configuration not stated),-6,-1,0.7,-4,i,-2,20*,2,-4
CCCCC#Cc1ccc(C(=O)NNC(=O)Nc2cc(Cl)cc(Cl)c2)o1,5,-4,-2.0,-5,i,-1,-16,1,1
CC(=O)Nc1cc(-c2cccc(CO)c2)cn2c(-c3ccc(C(C)=O)cc3)cnc12,24,-3,2.5,-11,+,0,-16,1,0
CCCn1c(SCC(=O)Nc2cccc(Cl)c2Cl)n[nH]c1=O,-15,-1,-0.5,-2,i,-1,2,-1,-2
COc1cc(NS(C)(=O)=O)ccc1Nc1c2ccccc2nc2ccccc12,5,-5,-0.6,-1,i,4,2,-18,4
CC(=O)N1CCC2(CC1)C(C#N)=C(N)Oc1n[nH]c(C(F)(F)F)c12,1,2,-0.7,1,i,6,-1,-1,0

A different layout for part of the listing above.
Each structure is followed by: SKN-1 inh, bovine MsrA act, MsrA inhibitor, eLon inh, Neddylation inh, MT1-MMP act inh, CendR NRP1 mod, Rin1-Abl PPI inh, FAS-TE inh
Cc1cc(C(F)(F)F)nn1CC(=O)NNC(=S)Nc1ccc(Cl)cc1
  -10, -9, -0.1, 3, i, 8, -2, 0, -1
S=C(NCc1ccccn1)Nc1ccccc1
  -5, -4, 1.4, 5, i, 2, -4, 2, -4
Cc1cccc(CN2CCN(CC(=O)N3CCCC3)C2=O)c1
  -32, 1, 1.5, 0, i, 1, 2, 5, -6
CCOc1ccc(N2CC(O)=C(c3ccccc3)C2=N)cc1
  -16, -3, 0.9, 1, i, 1, 4, 1, -1
CCCNC(=S)N1CCN(c2nc(C)nc3sc4c(c23)CCCC4)CC1
  8, -9, 1.6, 0, i, 3, -3, 1, 15
O=C(NC(=S)N1CCCC1)c1ccccc1
  0, -3, -1.2, 0, i, -2, 24, -3, -4
COc1ccc(N2C(=NC(C)=O)SC3CS(=O)(=O)CC32)cc1OC (configuration not stated)
  -2, -5, 0.2, -14, i, 3, -5, 1, -11
COc1cc(-c2cc3nc(NCCc4ccc(S(N)(=O)=O)cc4)ccn3n2)cc(OC)c1OC
  11, -3, 1.0, -25, ·, 13, -4, -2, -6
Cn1c(=O)[nH]c(=O)c2c1nc(Br)n2Cc1cccc(Br)c1
  -1, -3, -0.7, -4, i, 12, -16, -1, 3
CCOC(=O)C1CC(C)=C(C)CC1C(=O)O (configuration not stated)
  15, 2, -0.1, -3, i, 0, -7, 3, -7
O=C(COc1ccc2ccccc2c1)NC1CC1
  1, -6, -0.4, 12, i, -3, 4, -2, -6
Cn1c(SCc2n[nH]c(=S)n2-c2ccccc2)nnc1-c1ccccc1
  -2, -9, -1.1, -7, i, 0, 2, -2, -10
Cc1cc(C(=O)CSc2n[nH]c(N)n2)c(C)n1-c1cc(F)ccc1F
  18, -2, -0.9, 3, i, 2, 10, -1, -19
